MITF TRPM1 inh = MITF TRPM1 promoter inhibition in SK-MEL-5 cells; actives 0.83% (n = 330,000); SK-MEL-5 TRPM1 promoter luciferase, 24 h; inhibition, % at 12.5 µM;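 active = mean inhibition across replicates of 60% or more, whatever share of single replicates reaches that level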; also: values of inactives mirror those of a sister screen read the other way
KKLEB tox = CF airway cell cytotoxicity counter-screen; AID 602141; actives 0.36% (n = 360,000); KKLEB CF airway cells viability, ATPlite luminescence, overnight; active compounds read low; cells stimulated with P. aeruginosa culture filtrate; activity change (cytotoxicity), % at 5 µM;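 active = corrected activity change at or below -50% at 5 µM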
TWEAK-Fn14 inh = inhibitors of TWEAK-Fn14 interaction signaling; AID 1159606; TWEAK-stimulated Fn14 reporter cells, luciferase luminescence, 8 h; inhibition, % at 10 µM; actives 2% (n = 360,000); in the data active = inhibition above about 50%
HIF-2a inh = blocks HIF-2a reporter activity; 786-0 RCC cells HIF-2a reporter, luciferase luminescence, overnight; inhibition, % at 18.8 µM; actives 0.72% (n = 360,000);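 active = inhibition of the luminescence signal of 40% or more relative to plate controls, in a single-dose primary screen at 18.75 µM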
Peg3 prom inh = Peg3 promoter activity inhibition; actives 1.7% (n = 360,000); AID 588405; HeLa PEG-Prom luciferase reporter, luminescence, overnight; inhibition, % at 20 µM;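 active = inhibition of at least 50% at 20 µM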
aDG glyco up = alpha-DG glycosylation activation; Pro5-aDG cells, alpha-DG glycosylation AlphaScreen (IIH6); 0% Pro5, 100% B10-LARGE cell signal; activation, % at 10 µM; actives 0.22% (n = 360,000);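 active = activation of at least 8% versus controls, or a plate z-score of at least 8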;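 also: Pro5 are CHO cells carrying HIG-tagged alpha-DG that lacks glycosylation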
CF NFkB block = inhibitors of cystic fibrosis induced NF-kB; KKLEB NF-kB-GFP reporter, PAF-induced, GFP fluorescence overnight; inhibition, % at 5 µM; actives 0.86% (n = 360,000); AID 588850;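 active = at least 50% inhibition at 5 µM, scaled per plate between neutral and stimulator controls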;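 also: PAF is a Pseudomonas aeruginosa culture filtrate used as stimulus; plate controls were PAF-stimulated DMSO wells for no effect and unstimulated DMSO wells for full effect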
Shn3 inh set2 = reduces Shn3 3'UTR luciferase signal in osteoblasts; actives 0.52% (n = 360,000); inhibition, % at 12.5 µM; Clone20 osteoblast Shn3 3'UTR firefly luciferase, 24 h;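 active = mean inhibition of at least 75% with every replicate also reaching 75%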;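 also: 0% = median of neutral control wells and 100% = pilot-screen positive control compound; some compounds past the cut are filed as inactive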
NR2E3 ag-1 = activates human photoreceptor nuclear receptor NR2E3 | Q9Y5X4 | actives 0.12% (n = 320,000) | GST-NR2E3/biotin-RetCOR TR-FRET, 1536-well | AID 2300 | inhibition of corepressor binding, % at 4.78 µM;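 active = percent inhibition above the cutoff of mean plus 3 SD of all tested compounds, set per screening campaign, cut at about 20% in these data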;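 also: 0% = DMSO wells and 100% = biotin wells as full block of FRET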
Target sequence (Q9Y5X4 whole entry, looked up): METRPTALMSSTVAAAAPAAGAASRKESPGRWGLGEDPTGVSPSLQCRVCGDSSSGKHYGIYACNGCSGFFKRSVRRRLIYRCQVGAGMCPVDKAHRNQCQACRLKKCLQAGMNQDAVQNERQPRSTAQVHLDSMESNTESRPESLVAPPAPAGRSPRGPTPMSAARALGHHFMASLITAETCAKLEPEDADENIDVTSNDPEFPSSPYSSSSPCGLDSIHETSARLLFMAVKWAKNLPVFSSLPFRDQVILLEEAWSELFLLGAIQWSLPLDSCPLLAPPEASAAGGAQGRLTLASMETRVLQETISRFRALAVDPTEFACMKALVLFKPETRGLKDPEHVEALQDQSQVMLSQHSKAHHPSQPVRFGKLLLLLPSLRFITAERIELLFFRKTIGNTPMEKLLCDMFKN
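System: GST-NR2E3 and biotin-RetCOR proteins; probe or stimulus: 7 nM biotin-RetCOR; doses: compound at 4.8 µM, single dose; schedule: Compound–protein incubation for 5 h at 4 °C; detection: time-resolved FRET; read-out: percent inhibition; controls: biotin wells as high control, 0.6% DMSO wells as low control; format: 1536-well plates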
iPSC survival up = increases survival of single human iPS cells | actives 0.044% (n = 360,000) | hiPSC single-cell survival, ATPlite luminescence; 100% = ROCK inhibitor wells, 0% = DMSO | survival enhancement, % at 20 µM; in the data active = survival enhancement above about 18%;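 also: cells exposed to compounds for 16 hours before the ATP read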
NR2E3 ag-2 = activates human NR2E3 receptor | Q9Y5X4 | CHO-S Gal4-NCOR/VP16-NR2E3 two-hybrid, luciferase | inhibition of corepressor binding, % at 3.98 µM | actives 0.35% (n = 360,000) | AID 602229;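 active = inhibition above the mean of all tested compounds plus 3 SD, cut at about 70% in these data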;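 also: 0% = DMSO with NR2E3 transfected cells and 100% = cells lacking NR2E3 construct; higher means lower luciferase signal from less NR2E3 corepressor binding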
Numbers without * were called inactive; nt = not tested or not shown. Compounds as they come. About 4.4% of those tested had a hit in this group.

SMILES	MITF TRPM1 inh	KKLEB tox	TWEAK-Fn14 inh	HIF-2a inh	Peg3 prom inh	aDG glyco up	CF NFkB block	Shn3 inh set2	NR2E3 ag-1	iPSC survival up	NR2E3 ag-2
Cc1ccccc1NC(=S)NC(NC(=O)COc1ccccc1)C(Cl)(Cl)Cl (centres undefined)	10	4	19	20	16	0.3	14	7	0	-0.3	-38
CCOC(=O)N1CCN(C(=O)/C=C/c2ccc(C(C)(C)C)cc2)CC1	2	-3	-22	6	2	0.2	3	11	4	-0.5	1
COc1ccc(N2CCN(Cc3cc(OC)c(O)c([N+](=O)[O-])c3)CC2)cc1	-1	-6	4	14	2	0.3	5	-20	0	0.0	-10
O=[N+]([O-])c1cccnc1N1CCCCC1	-4	20	-7	14	0	0.0	-22	3	2	-2.9	1
Cc1ccc(S(=O)(=O)c2c(COC(=O)c3cccc(Cl)c3)c(-c3ccccc3)nn2C)cc1	11	-3	-5	8	21	0.4	1	29	-1	0.0	-18
O=C(c1cc2c(s1)CCCCC2)N1CCN(c2ncccn2)CC1	-19	5	-19	-124	-83	0.1	-2	-25	0	-1.2	-44
COc1ccc(NC(=O)COC(=O)CC2CCCCC2)cc1	1	21	-21	11	-3	-0.1	7	0	-5	-0.5	-13
CCCCN1CC(=O)N2[C@H]3c4ccc(OC)cc4OC[C@@H]3[C@H](C(=O)OCC)[C@]2(C)C1=O	-11	12	12	-1	-6	0.1	2	9	0	0.0	-2
CCOc1cc(/C=C(\C#N)c2nc3ccccc3[nH]2)ccc1OC(C)C(=O)O (centres undefined)	0	3	19	6	7	0.5	-14	5	-3	1.2	-77
CNC(=O)c1cc2c(-c3ccccc3)nn(C)c2s1	16	3	-20	-11	5	0.0	-46	21	2	-0.3	29
Cn1cccc1/C=N/NC(=O)c1cc(-c2cccs2)nc2ccccc12	29	0	21	-14	36	-0.3	10	2	-2	-0.5	-20
COc1ccc(C(C[N+](=O)[O-])n2nc(C)cc2C)cc1 (centres undefined)	27	-8	6	6	22	0.2	12	72	0	-1.7	-21
CCCCN(C)CCNC(=O)C1CCCN(S(=O)(=O)c2cccc3nsnc23)C1 (centres undefined)	10	2	0	2	2	-0.6	22	10	3	0.4	-3
CCOc1cc(C2NN=C(c3ccccc3)S2)ccc1OCc1ccc(F)cc1 (centres undefined)	-75	0	-29	-258	-288	0.0	-22	-89	2	-2.5	-113
COc1ccc(N(CC(=O)NCc2ccccc2OC)S(=O)(=O)c2ccccc2[N+](=O)[O-])c(OC)c1	18	-25	8	20	8	0.3	7	35	-1	2.2	-11
NC(=O)c1ccc(NC(=O)COC(=O)c2ccc([N+](=O)[O-])cc2)cc1	2	7	13	4	0	-0.1	-3	-2	5	0.2	-30
CCCCCNc1ncnc2c(C)[nH]nc12	nt	3	9	-166	-68	0.4	-6	29	nt	-0.6	34
COc1ccccc1Nc1nc(C)c(C(=O)Nc2ccccc2)s1	-25	2	6	-97	-89	-0.2	-5	9	3	-0.7	-28
Nc1nc(=O)n(C2CCCCO2)cc1Br (centres undefined)	1	-16	12	7	-5	-0.2	12	2	nt	0.0	-8
NC(=O)C1CCN(C(=O)C(=O)c2cn(CC(=O)N3CCCC3)c3ccccc23)CC1	-15	8	8	16	3	-0.2	7	8	3	-0.5	-8
CC1=CC(=O)C2(C)C(C)=C(C)C12C (centres undefined)	nt	2	-20	7	2	-0.1	20	24	nt	3.6	-10
CCn1c2ccccc2c2cc(/C=N/NC(=O)c3ccccc3C)ccc21	-16	-14	13	-15	2	-0.1	-1	26	-2	-1.0	-20
CCN1C(=O)[C@H]2[C@@H](c3ccc(Cl)cc3)N3C(=O)CN(Cc4ccccc4)C(=O)[C@@]3(C)[C@H]2C1=O	-2	-18	25	4	-12	-0.3	-10	1	1	-3.0	-26
CCn1cc(C(=O)N2CCN(c3ccc(OC)cc3)CC2)c(=O)c2cc(S(=O)(=O)N3CCOCC3)ccc21	-3	5	-8	12	-4	0.0	8	-5	0	0.7	-19
COc1ccccc1NC(=O)C(C)OC(=O)CCSc1ccc(F)cc1 (centres undefined)	-6	-6	-16	0	9	-0.3	-17	-7	-1	1.0	0
CCOC(=O)c1nc(Nc2ccc(N3CCOCC3)cc2)c2ccccc2n1	-2	-3	-42	-21	-4	-0.1	2	7	-4	-0.1	-3
O=C(c1cc(Cl)cc(Cl)c1)N1CCC2CC1c1cc(-c3ccc4c(c3)OCO4)ccc12 (centres undefined)	8	-12	4	16	-20	0.0	0	2	nt	0.0	13
OCCCNc1ncnc2c1ncn2[C@H]1CN(Cc2ccncc2)C[C@@H](CO)O1	nt	-11	-17	10	-7	0.0	-9	-29	nt	1.7	10
CCCn1nc(NC(=O)C(C)C)c2cc3cc(OC)ccc3nc21	nt	-1	30	-65	13	0.1	-1	-40	-5	0.0	-45
COc1cc(/C=C2\SC(N3CCc4ccccc4C3)=NC2=O)cc(OC)c1OC	1	1	6	-25	24	0.3	-37	2	1	-0.9	8
O=C(NCc1ccc(F)cc1)C(=O)NCC1CCCN1S(=O)(=O)c1ccccc1 (centres undefined)	-6	-8	-30	20	17	0.2	18	13	-4	0.0	23
COc1ccc(C(=O)COC(=O)CCn2nnc(-c3cccs3)n2)cc1	-4	0	-3	3	1	0.0	-2	3	-1	0.4	-5
Cc1cc(C(=O)Nc2ccccn2)no1	-51	-28	2	-170	-140	0.2	3	-8	0	-3.6	-42
CC1CCN(C(=S)c2ccc(N(C)C)cc2)CC1	-1	0	-41	-82	-49	0.1	1	-31	-3	-0.7	-31
CCn1ncc(C2=NOC(C(=O)N3CCN(c4ccccc4)CC3)C2)c1C (centres undefined)	-4	3	5	0	7	0.1	2	-2	4	0.1	0
COc1ccccc1C1/C(=C(/O)c2ccc(Cl)cc2)C(=O)C(=O)N1CCN1CCOCC1 (centres undefined)	8	-6	10	3	-1	-0.2	-5	3	1	7.2	11
Fc1nc(F)c(F)c(NCCCNc2c(F)c(F)nc(F)c2F)c1F	-5	-6	10	0	50	4.0	9	18	4	0.7	-10
O=c1[nH]c(C2CCN(S(=O)(=O)c3ccc4c(c3)OCCO4)CC2)nc2c1nnn2Cc1c(F)cccc1Cl	5	0	55*	22	56*	-0.1	68*	23	2	0.0	-19
CCOC(=O)C1CCCN(CCC(=O)Nc2cc(OC)ccc2OC)C1 (centres undefined)	6	-6	-4	19	15	-0.1	11	-6	1	-0.5	9
O=C(Nc1cc2c3c(c1)CC(=O)N3CCC2)c1cccc(F)c1	-17	10	-25	-79	-29	0.0	1	14	-4	0.5	-12

With a hit mark in Peg3 prom inh, of those listed so far:
Structure | MITF TRPM1 inh | TWEAK-Fn14 inh | HIF-2a inh | Peg3 prom inh | aDG glyco up | CF NFkB block | Shn3 inh set2 | NR2E3 ag-1 | NR2E3 ag-2
O=c1[nH]c(C2CCN(S(=O)(=O)c3ccc4c(c3)OCCO4)CC2)nc2c1nnn2Cc1c(F)cccc1Cl | 5 | 55* | 22 | 56* | -0.1 | 68* | 23 | 2 | -19

The list continues:
SMILES	MITF TRPM1 inh	KKLEB tox	TWEAK-Fn14 inh	HIF-2a inh	Peg3 prom inh	aDG glyco up	CF NFkB block	Shn3 inh set2	NR2E3 ag-1	iPSC survival up	NR2E3 ag-2
O=C(CSc1nnc(-c2ccncc2)n1Cc1ccccc1)Nc1nccs1	-12	4	10	17	18	-0.1	-6	2	1	-2.0	10
COc1ccc(-n2c(=S)[nH]c3cc(C(=O)NCc4ccco4)ccc3c2=O)c(OC)c1	-8	2	-3	3	15	0.2	-6	-12	3	6.8	13
Cc1ccc(NS(=O)(=O)c2c(C)nc3sccn3c2=O)c(C)c1	nt	-6	-4	6	3	0.1	8	-9	3	2.7	-20
Oc1c(CN2CCN(c3ccccn3)CC2)cc(Cl)c2cccnc12	84*	1	107*	25	50*	-1.1	11	81	0	-3.6	79*
CC(C)C(NC(=O)/C(=C/c1ccco1)NC(=O)c1ccc(Br)o1)C(=O)O (centres undefined)	-1	2	5	15	7	0.0	2	-14	0	-0.4	29
FC(F)(F)c1nc2ccccc2n2c(-c3c(Cl)cccc3Cl)nnc12	6	5	-4	5	29	-0.2	-5	16	2	-1.5	11
CCc1nc2ccc(C(=O)NCCOc3ccc(OC)cc3)cn2c1N(C)Cc1ccc(OC)cc1	nt	-32	21	6	25	0.4	16	19	nt	-1.8	5
O=C(O)CCCCCNC(=O)Nc1ccc2c(c1)OCCO2	0	5	-1	-35	-24	-0.3	9	4	-1	2.0	-15
O=C(O)/C=C\C(=O)Nc1ccccc1C(=O)N1CCC(O)(c2ccc(Cl)cc2)CC1	-18	0	10	11	6	0.0	8	-6	nt	-0.6	-16
CN(c1nc(-c2ccccc2)cs1)C1CCS(=O)(=O)C1 (centres undefined)	-38	9	-9	-185	-81	0.2	-22	-4	-3	-1.7	-33
Oc1ccc(Cc2ccccc2)c2cccnc12	nt	3	-26	5	69*	-0.2	0	58	nt	-0.8	0
Cc1cc(=O)oc2cc(OCc3ccc(S(=O)(=O)N4CCOCC4)cc3)ccc12	-3	10	-46	-3	6	0.2	-9	21	2	1.2	20
COc1cccc(C2=NOC(C(=O)NCCCn3ccnc3)C2)c1 (centres undefined)	6	8	1	7	8	0.2	-7	-17	4	-2.8	-5
Cc1ccc2c(n1)CC(C)(C)C/C2=N\O	4	1	-7	12	15	-0.3	-7	0	2	-0.3	14
Nc1nc2c(nnn2Cc2ccc(Cl)c(Cl)c2)c(=O)[nH]1	-20	4	-23	6	3	0.0	0	2	nt	-0.1	6
O=C(Nc1cccc(Cl)c1)c1ccc(F)c(S(=O)(=O)NCc2cccs2)c1	24	4	44	0	17	1.1	-8	13	0	-0.7	-24
CC(C)(C)c1cc(NC(=O)CSc2nnc(NCc3ccccc3)s2)n(-c2ccccc2)n1	-1	-3	36	-13	-2	0.5	1	20	-1	-0.9	-29
CCOC(=O)[C@H]1[C@H]2COc3ccc(OC)cc3[C@@H]2N2C(=O)CN(CC3CCCO3)C(=O)[C@@]12C (some centres undefined)	-8	21	-15	13	-14	0.0	-15	-6	-1	4.3	-25
Cc1ccc(C(=O)OCC(=O)Nc2cccc(S(=O)(=O)N3CCCCC3)c2)s1	nt	4	30	4	-4	0.0	-12	-2	nt	-0.5	-6
O=C(NC1CCCCC1)C(c1ccc(F)cc1)N(C(=O)c1cccs1)c1ccc2c(c1)OCO2 (centres undefined)	2	-7	-19	5	13	0.0	1	7	0	4.6	-14
COCCN(CCOC)S(=O)(=O)c1ccc(Cl)nc1	-1	6	-5	4	6	0.1	-5	15	-2	-0.1	5
Brc1ccc(-c2nnc(-c3cccc(Br)c3)o2)cc1	-73	12	-21	-199	-199	1.8	-11	-37	4	0.3	0
O=C(Cc1ccc(F)cc1)Nc1ccc2[nH]ncc2c1	-19	-16	3	0	-3	0.1	21	-11	4	17	2

Compound activity as filed in PubChem BioAssay.
